# From PubChem BioAssay
# NCI-60 one-dose screen, 48 h, at 10 µM unless noted. Numbers give growth in % (100 = growth as untreated, 0 = no growth, -100 = all killed).
# HS 578T: HS 578T breast cancer. 4.1% of 78,000 active. AID 1794788
# SR: SR leukemia cells; 8.7% of 73,000 active
# K-562: K-562 leukemia. 7.4% of 78,000 active. AID 1794777
# MCF7: MCF7 breast cancer | 6.3% of 82,000 active
# BT-549: BT-549 breast cancer; 4.4% of 78,000 active
# MDA-MB-468: MDA-MB-468 breast cancer; 8.5% of 78,000 active; AID 2202374
# MDA-MB-231: MDA-MB-231 breast cancer; AID 1794789; 5% of 81,000 active
# T-47D: T-47D breast cancer; 5% of 79,000 active; AID 1794792
# * hit, by the source's call; nt = not tested or not shown; & = joins results of further samples; ! = not confirmed by another sample. How the source made its calls: active means growth percent below 10; inactive means the rest.
Compound,HS 578T,SR,K-562,MCF7,BT-549,MDA-MB-468,MDA-MB-231,T-47D
COc1cc(OC)c(/C=C/c2ccncn2)c(OC)c1,110.9,111.7,103.4,95.0,101.2,107.3,123.9,68.4
Cc1ccc(-c2nnc3ccc(N/N=C/c4ccccc4)nn23)cc1,46.6,nt,nt,47.9,nt,91.4,80.1,98.8
COC(=O)/C(CCC=C(C)C)=C1\[C@@H](OC(C)=O)C[C@@]2(C)[C@H]1C[C@@H](O)[C@H]1[C@@]3(C)CC[C@H](NCCCNCCCCN)[C@@H](C)[C@@H]3CC[C@@]12C,90.0,46.9,59.0,84.2,114.0,89.6,102.3,89.0
O=c1[nH]c(=O)c2[nH]c(=O)n(-c3ccccc3)c2[nH]1,114.1,93.7,93.9,99.7,98.8,96.2,97.9,99.5
Clc1ccc(-n2cnc3c(Nc4ccccn4)nc(Cl)nc32)c(Cl)c1,100.3,91.5,88.4,96.0,102.2,104.0,97.7,97.5
COc1ccc(OC)c(NC(=O)CSC(N)=O)c1,114.1,89.2,74.9,88.3,113.3,100.9,94.3,88.2
c1ccc(-c2cnc(C3CCCCC3)o2)cc1,124.0,108.5,109.9,105.9,99.5,106.3,121.5,100.1
COc1cc(-c2nc(-c3nnc(-c4ccc(F)c(Cl)c4)o3)c3ccccn23)cc(OC)c1OC,58.6,42.4,52.6,15.5,2.7*,52.5,57.3,30.4
Brc1cnc2[nH]cc(-c3csc(-c4c[nH]c5ncccc45)n3)c2c1,nt,nt,nt,57.3,74.9,60.3,85.4,70.4
Cc1cccc(OCc2ccccc2)n1,95.3,102.3,119.4,108.1,118.2,106.7,100.8,101.5
CCCCCCCCCCCC(=O)N(CCCC)CCCC,92.1,101.3,111.8,95.5,101.1,95.2,108.9,nt
COc1ccc(OC)c(/C=C/C(=O)c2ccc(Nc3ncnc4cc(OC)c(OC)cc34)cc2)c1,86.7,60.4,54.9,61.9,92.9,87.7,92.3,103.3
Nc1ccccc1Nc1ccc([N+](=O)[O-])c2nonc12,93.3,94.2,101.4,83.1,87.0,92.3,86.2,95.9
CCCNC(=O)c1ccccc1O,94.7,89.4,101.8,90.4,nt,95.1,104.0,nt
CC(C)(COC(=O)COc1ccc(Cl)cc1Cl)[N+](=O)[O-],95.6,95.7,90.8,101.6,93.6,90.2,98.5,96.3
CC(C)[N+](C)(CCOC(COc1ccccc1)COc1ccccc1)C(C)C,104.9,91.5,53.0,91.4,80.6,12.8,98.0,85.7
Cc1ccc(N=Nc2c(Nc3ccccc3)[nH][nH]c2=O)cc1,114.1,nt,nt,93.1,53.1,95.5,93.5,106.7
C=C(C)[C@@H]1CC[C@]2(C(=O)N3CCN(C)CC3)CC[C@]3(C)[C@H](CC[C@@H]4[C@@]5(C)C/C(=C/O)C(=O)C(C)(C)[C@@H]5CC[C@]43C)[C@@H]12,112.3,88.0,104.2,117.0,111.4,112.8,102.9,101.3
O=[N+]([O-])CC(O)c1ccc2ccccc2n1 (configuration not stated),105.2,nt,103.3,89.8,93.5,100.3,93.7,90.2
COc1cc2oc(-c3cccc(NC(=O)[C@@H](N)CCC(N)=O)c3)cc(=O)c2c(OC)c1OC,104.4,102.9,102.6,91.2,124.3,100.2,97.1,103.2
CSc1nc(N)c(N=Nc2ccc(S(=O)(=O)Nc3nnc(C)s3)cc2)c(=O)[nH]1,89.4,109.9,137.9,100.3,nt,93.4,102.7,111.6
CC([C@H]1CCC2C3CCC4C[C@@H](N(C)C)CC[C@]4(C)C3CC[C@@]21C)N(C)C (some centres not stated),90.9,41.1,33.2,82.7,119.2,nt,95.9,71.1
CCOc1ccccc1C(=O)N(CC)CC,96.8,102.0,119.6,98.2,98.5,87.3,102.4,96.6
CC(=O)c1ccc(NS(=O)(=O)c2ccc([N+](=O)[O-])cc2)cc1,115.1,83.8,82.1,99.3,101.6,98.9,88.9,86.3
CCN1CCN(S(=O)(=O)c2oc(-c3ccc(Cl)cc3)nc2C#N)CC1,104.8,nt,nt,31.3,93.6,24.0,26.7,7.4*
Cc1nc(-c2ccccc2-n2cccc2)no1,111.4,97.8,98.2,88.3,102.1,104.7,93.0,95.5
Cc1ccc(Cn2c(-c3cccc(NS(C)(=O)=O)c3)nc3ccccc32)cc1,108.0&88.8,98.7&92.1,89.5&79.5,90.1&93.1,102.1&87.9,113.7&84.6,95.2&83.5,94.4&82.5
CCC(=O)N(CCC(C)C)c1ccccc1,104.2,101.2,105.1,100.3,108.4,103.8,114.8,107.6
O=C(COc1ccccc1)Nc1ccc(-c2nc3ccccc3s2)cc1,101.6,85.7,84.5,60.3,101.0,67.7,102.2,53.2
Cc1nc2ccccc2c(=O)n1CC(=O)N1NC(=O)CC1=O,105.6,111.3,89.6,102.7,99.7,93.9,112.9,101.6

# Other results
Compound,HS 578T,SR,K-562,MCF7,BT-549,MDA-MB-468,MDA-MB-231,T-47D
Cn1cnc([N+](=O)[O-])c1/C=C1\Oc2cc(Cl)ccc2C1=O,107.6,96.4,101.1,94.8,116.1,95.6,116.7,96.4
Cc1cccc2cc(-c3cc(-c4ccccc4)nc(=S)[nH]3)c(Cl)nc12,59.4,nt,38.0,68.3,53.1,90.6,nt,72.9
Cc1ccc(SCN2CCN(c3cccc(Cl)c3)CC2)cc1,111.4,91.7,118.4,85.2,62.7,115.2,84.3,86.7
COc1ccc(-c2ccc(=O)oc2C#Cc2cc(OC)c(OC)c(OC)c2)cc1O,-8.9*,7.0*,0.5*,3.8*,-16.9*,nt,30.4,38.8
CC(=O)Nc1cc([N+](=O)[O-])ccc1OCc1ccccc1,103.3&108.8,99.8&97.9,95.3&105.2,95.9&101.5,99.8&78.6,101.2,101.2&91.2,93.7&102.1
O=C(O)c1cccc2c1C(=O)c1cc([N+](=O)[O-])cc([N+](=O)[O-])c1-2,89.5,127.6,104.8,99.0,98.9,103.1,104.8,108.0
CCC/C=C/C=N/N1C(=S)N(Cc2ccccc2)[C@]23OC(N)=C(C#N)[C@]12C(=O)c1ccccc13,79.0,88.7,67.6,42.7,72.1,69.0,74.3,44.3
c1ccc(-n2c3ccccc3c3ccccc32)cc1,130.2,nt,nt,98.1,129.0,107.0,107.0,131.3
Cc1ccc(S(=O)(=O)c2nc(-c3ccccc3)oc2S(C)(=O)=O)cc1,91.2,nt,2.5*,3.9*,53.4,-59.3*,13.6,-42.6*
C=CCOP(=O)(OCC=C)C(=C)C,107.2,94.9,106.4,101.6,116.0,105.7,109.7,106.2
C#CC(=O)O,104.8,98.4,107.0,94.0,115.3,100.7,104.3,93.3
CC(C)N1C(=O)S/C(=C2/SC(=O)N(C(C)C)C2=O)C1=O,99.7,103.2,94.4,97.9,93.6,94.5,76.2,103.6
CC(=O)OC1C=CCC2C(=O)c3cccc(O)c3C(O)C12 (configuration not stated),104.9,92.8,114.9,105.0,120.0,119.0,103.8,94.4
O=C(CSc1nc2ccccc2c(=O)n1-c1ccc(S(=O)(=O)Nc2ccc(Cl)nn2)cc1)NC1CCCCC1,90.4,105.3,97.7,92.7,109.8,89.6,98.3,99.7
COC(OC)C1(C)NC(=O)NC1=O (configuration not stated),103.7,nt,102.1,103.3,96.5,101.5,116.3,103.9
COC(=O)C(CC(=O)Nc1ccc(C(=O)N2CCOCC2)cc1)c1ccc(C(F)(F)F)cc1 (configuration not stated),101.5,94.0,99.3,93.3,120.9,98.9,96.8,106.0
O=C1Nc2ccc(Cl)cc2/C1=C/c1ccc(OCC(=O)c2ccccc2)cc1,86.3,96.7,76.5,62.0,103.2,92.6,84.5,89.5
O=C(Nc1ccc(N2CCNCC2)cc1)c1[nH]ncc1Nc1ncnc2sc3c(c12)CCC3,-54.8*,-9.0*,-62.7*,-59.0*,0.2*,-83.5*,-84.9*,20.4
COc1cc2nc(-c3ccc(C(F)(F)F)cc3)cc(OCCN3CCCCC3)c2cc1OC,74.7,19.2,53.4,79.5,40.4,93.6,54.1,85.1
O=C1Nc2ccccc2C12C(=O)Oc1ccccc12 (configuration not stated),100.9,104.3,100.4,94.6,129.7,106.2,101.9,104.8
CCCOC(=O)C(C)OC(=O)OCCOCCOC(=O)OC(C)C(=O)OCCC (configuration not stated),106.3,113.2,118.3,95.9,99.0,99.2,109.0,100.5
C=C(C)[C@@H]1CC[C@]2(/C=C(/C#N)C(=O)ON)CC[C@]3(C)[C@H](CC[C@@H]4[C@@]5(C)CCC(=O)C(C)(C)[C@@H]5CC[C@]43C)[C@@H]12,90.9,70.8,62.0,55.0,105.8,76.4,90.2,45.8
Cc1c(C(=O)NNC(=O)c2ccccc2)sc2ncc(-c3ccc(Br)cc3)n12,103.1,90.4,114.3,84.9,115.3,105.6,99.4,99.7
C(=C\c1n(Cc2ccc3ccccc3c2)c2ccccc2[n+]1Cc1ccc2ccccc2c1)/c1ccc(-n2c3ccccc3c3ccccc32)cc1,87.7,nt,98.0,102.3,95.3,98.5,89.7,98.7
NS(=O)(=O)c1ccc(N2C(=O)c3cc(Cl)c(Cl)cc3C2=O)cc1,nt,94.2,95.8,93.6,101.8,108.8,114.1,90.3
CC1=CC(c2ccc(Cl)cc2)N2N=C(C)SC2=N1 (configuration not stated),101.4,112.6,113.3,96.0,113.9,101.0,113.0,104.0
N#Cc1cnc2c(C#N)c(Nc3ccccc3)nn2c1-c1ccco1,106.5,103.3,116.8,99.9,63.8,98.2,96.5,92.1
O=C(Nc1nc2ccc(OC(F)(F)F)cc2o1)Nc1c(F)cccc1F,101.1,90.3,84.3,92.1,nt,99.1,80.2,96.5
OCCN(Cc1ccccc1)Cc1ncccc1O,156.9,96.9,108.9,97.7,53.8,nt,115.8,106.1
Cc1c(C(C)(C)O)cn2ncnc(Oc3ccc(NC(=O)Nc4ccc(Cl)c(C(F)(F)F)c4)cc3)c12,49.4,-3.1*,14.9,25.2,58.0,nt,32.2,21.8

# Reformatted with two lines to a compound: 7 of the compounds above
# Order of values – HS 578T	SR	K-562	MCF7	BT-549	MDA-MB-468	MDA-MB-231	T-47D
- O=C(Nc1ccc(N2CCNCC2)cc1)c1[nH]ncc1Nc1ncnc2sc3c(c12)CCC3
  -54.8*	-9.0*	-62.7*	-59.0*	0.2*	-83.5*	-84.9*	20.4
- COC(=O)C(CC(=O)Nc1ccc(C(=O)N2CCOCC2)cc1)c1ccc(C(F)(F)F)cc1 (configuration not stated)
  101.5	94.0	99.3	93.3	120.9	98.9	96.8	106.0
- O=C1Nc2ccc(Cl)cc2/C1=C/c1ccc(OCC(=O)c2ccccc2)cc1
  86.3	96.7	76.5	62.0	103.2	92.6	84.5	89.5
- Cc1cccc2cc(-c3cc(-c4ccccc4)nc(=S)[nH]3)c(Cl)nc12
  59.4	nt	38.0	68.3	53.1	90.6	nt	72.9
- Cc1ccc(SCN2CCN(c3cccc(Cl)c3)CC2)cc1
  111.4	91.7	118.4	85.2	62.7	115.2	84.3	86.7
- C=CCOP(=O)(OCC=C)C(=C)C
  107.2	94.9	106.4	101.6	116.0	105.7	109.7	106.2
- c1ccc(-n2c3ccccc3c3ccccc32)cc1
  130.2	nt	nt	98.1	129.0	107.0	107.0	131.3

# Continuation:
Compound,HS 578T,SR,K-562,MCF7,BT-549,MDA-MB-468,MDA-MB-231,T-47D
CCOC(=O)Nc1cc(NC(=O)OCC)ncn1,105.4,92.1,109.3,96.3,nt,107.0,107.8,113.2
O=C(Cn1cc(CN2CCN(c3ccnc4cc(Cl)ccc34)CC2)nn1)Nc1ccc(Cl)cc1,72.8,74.8,63.6,61.6,83.2,73.8,67.8,49.4
c1ccc2cc(Cn3c(-c4cccc5ccccc45)[n+](Cc4ccc5ccccc5c4)c4c5ccccc5c5ccccc5c43)ccc2c1,-42.1*,-56.0*,-35.2*,-64.7*,-70.5*,-71.4*,-72.9*,-70.8*
Cc1c(Cl)cccc1N=C=S,108.6,107.8,nt,97.5,87.9,97.8,130.4,106.7
CC(=O)/C=C/c1cc2cc(Cl)ccc2[nH]c1=O,89.7,5.6*,50.5,30.5,65.5,82.9,84.0,50.0
CS(=O)(=O)Nc1cncc(-c2ccc3ncnc(Nc4ccc(Oc5ccncc5)cc4)c3c2)c1,58.6,37.4,59.7,55.6,52.2,19.2,62.8,31.1
CN(C)c1ccc2nc3ccc(=O)cc-3sc2c1,79.2&79.4,7.7*!,23.0&20.4,1.7*,47.1&52.5,29.5&15.0,43.0&30.4,38.8&28.0
CC/C(=C(\c1ccc(OCCN2CCCCC2)cc1)c1ccc(OC(=O)c2ccccc2)cc1)c1ccccc1,109.2,95.9,96.0,43.9,96.2,103.8,103.8,64.4
O=S(=O)(O)c1ccc(-c2nc3ccccc3[nH]2)cc1,103.8,101.3,103.7,94.0,92.0,101.4,88.2,99.7
CSc1nn(-c2ccccc2)c2ncnc(Nc3ccc(C)cc3)c12,109.9,62.2,66.1,90.8,88.5,61.5,112.3,53.4
NS(=O)(=O)c1ccc(N=Nc2c(O)n(CC(=O)Nc3ccccc3)c3ccccc23)cc1,52.0,18.5,14.7,14.9,25.5,36.5,-9.7*,60.8
N#Cc1c(Cl)nsc1-c1ccc([N+](=O)[O-])cc1,94.0,117.0,94.1,88.4,93.6,101.2,96.4,99.3
CCOC(=O)Cc1cnn(C)c1-n1c(-c2ccccc2)nc2cc(Cl)ccc2c1=O,96.2,85.8,101.5,100.9,117.1,89.8,102.0,92.4
N=c1nc2c(c(N)n1-c1ccccc1)c(=S)n(-c1ccccc1)c(=S)n2-c1ccccc1,107.5,nt,96.8,89.3,nt,115.1,100.6,109.0
C/C(=N/NC(=S)NC1CCCCC1)c1sc(Nc2ccccc2)nc1C,96.8,86.7,93.3,74.9,107.0,73.0,88.7,75.7
Cc1cc2nc3c4cc(C#N)ccc4n(CCN(C)C)c3nc2cc1C,-15.0*,0.5*,3.5*,2.3*,-28.3*,-41.7*,8.7*,20.2
